# Screens: PubChem BioAssay, several laboratories
# Insulin prom up = MIN6 insulin promoter up-regulation. MIN6 insulin promoter-GFP reporter, high-content imaging; hits give high values. z-score at 5 µM. hit rate 0.3% among 190,000;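 active = z-score above 3 at 5 µM with at least 500 cells counted in the well; inconclusive = wells under 500 cells, flagged as cytotoxic or low count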
# Autophagy mod = autophagy modulation, high-content screen. MEF GFP-LC3 puncta imaging; test concentration mostly 10 µM. hit rate 0.98% among 190,000. calls only at 10 µM (by protocol);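 active = percentage of spot-positive cells more than 3 SD above its plate mean, without a fluorescence outlier flag or 80% toxicity; inconclusive = no clear call, values can overlap the other calls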;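 note: spot-positive cell cutoff set from DMSO-treated cells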
# MT stabilize HCS = stabilizes microtubules in HeLa cells; HeLa tubulin immunostaining HCS, 24 h; share of cells brighter than vehicle mean+2SD; % tubulin-high responders, % at 10 µM; hit rate 0.83% among 200,000; AID 2205;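 active = plate Z-score above 3 for both tubulin-high and condensed-nucleus cell shares, with cell loss under 80%, at 10 µM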;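 note: anti alpha tubulin signal scored within the nucleus-defined area of each cell; some results filed as inactive read as strong as hits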
# Lipid droplet = modulators of hepatic lipid droplet formation; AML12 mouse hepatocytes, oleate lipid droplets, BODIPY imaging; inhibition, % at 6.5 µM; hit rate 0.4% among 240,000; AID 1656;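 active = lipid droplet intensity inhibited by at least 50%, with more than 500 cells counted; inconclusive = wells with under 300 cells, treated as cytotoxic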
#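 Material: mouse AML12 hepatocyte cell line, fixed after treatment; Timing: compound with oleate, overnight; Technique: high-content imaging of BODIPY-stained droplets and DAPI nuclei; Probe or stimulus: oleate, 100 µM final; Dosing: compound at 6.5 µM only.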
# PMI inhibition = MPI inhibition at elevated mannose 6-phosphate – biochemical, fluorescence intensity, high mannose 6-phosphate, primary screen (AID 1220); hit rate 0.66% among 190,000; recombinant PMI enzyme, coupled fluorescence intensity; higher % means a stronger effect; inhibition, % at 20 µM, or IC50 in µM where a hit was titrated
# b-catenin transl = beta-catenin nuclear translocation modulation. HeLa beta-catenin nuclear translocation, immunofluorescence imaging. hit rate 0.3% among 190,000. nuclear translocation activity, % at 5 µM. AID 1665;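 active = nuclear translocation activity above 50% at 5 µM, with a well cell count of 50 or more; inconclusive = wells under 50 cells across six images, flagged as toxic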;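 note: per-cell ratio of nuclear to cytoplasmic median beta-catenin stain intensity; plate controls were DMSO negative control for no effect and GSK-3 inhibitor IX positive control for full effect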
#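 Test system: human HeLa cells, endogenous beta-catenin. Times: 24 h compound exposure, 37°C. Measured by: beta-catenin immunofluorescence imaging with DAPI.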
# T cell modulator = modulates CD8 T cell binding to vesicles; 2C CD8+ T cell-vesicle binding, flow cytometry; hits give low values; calls only at 7 µM; hit rate 0.068% among 330,000;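 active = response, share of CD8 T cells binding vesicles, and their 90th percentile fluorescence all below set limits, cut at about 80% in these data, passing the limit was not always enough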
#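 incubation = binding step 1.5 h, 37 °C, antibody labelling 20 min, ice | test system = 2C mouse CD8+ T cells | read-out basis = percent CD8+ FL2 mean versus row control | controls = Peptide-free naked vesicles (low) and QL9 vesicles with 0.7% DMSO vehicle (high) | detection = flow cytometry of vesicle-bound cells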
# TNAP activation fold = human TNAP enzyme activators, primary screen, biochemical, luminescent, no phosphate acceptor, uHTS (AID 1001); purified TNAP, luminescent activation assay, no phosphate acceptor; higher activation fold means a stronger effect; activation fold at 20 µM; hits with a dose series show EC50 in µM; hit rate 0.03% among 200,000; in the data active = activation fold from about 3, or a potency from the dose series; inactive = the rest, 99 in 100 with activation fold below about 1.6; note: many of its hits are not listed in these tables
# human PMI inhibition = inhibitors of human PMI, primary screen, biochemical, fluorescence intensity, coupled assay (AID 1209); purified PMI enzyme, coupled fluorescence intensity; higher % means a stronger effect; inhibition, % at 20 µM; hits with a dose series show IC50 in µM; hit rate 0.42% among 190,000;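 note: plate controls were DMSO vehicle for no effect and wells lacking substrate for full effect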
# Insulin prom up cell count = second read-out of Insulin prom up, no call of its own (marks repeat the call); cell count; measured here: cytotoxicity, nuclei count;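 total cells summed across four imaged fields per well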
# Lipid droplet cells 6.5 µM = also measured in Lipid droplet; calls as there; cell count; measured here: cell count, cytotoxicity flag;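 cells counted across two imaged fields per well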
# b-catenin transl cell count 5 µM = second read-out of b-catenin transl, no call of its own (marks repeat the call); cell count; measured here: cell count, cytotoxicity flag
# T cell modulator vesicle-bound % = further read-out of T cell modulator, marked with its call; double positive events, %; measured here: CD8+ vesicle-bound cell fraction;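 binding gate set so that unloaded-vesicle control wells show 10% double positive cells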
# MT stabilize HCS Hoechst-high % = also measured in MT stabilize HCS; calls as there; % Hoechst-high responders; measured here: nuclear condensation Hoechst responders;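 share of cells brighter than vehicle mean plus two SD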
# MT stabilize HCS cytotoxicity % = also measured in MT stabilize HCS; calls as there; toxicity, %; measured here: cytotoxicity by cell density;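 0% = mean cell density of plate MIN control wells and 100% = no cells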
# Autophagy mod cell loss 18 h = further read-out of Autophagy mod, marked with its call; toxicity, %; measured here: cell loss, nuclei count;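 cell loss after 18 h compound exposure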
# Starred values were filed as active, the others as inactive; i = inactive; ? = inconclusive; · = not tested or not shown; + = active, no number. Cut-off read from the data, not from the text of the source, unless noted: active = inhibition above about 50%; inactive = the rest.
structure	Insulin prom up	Insulin prom up cell count	Autophagy mod	Autophagy mod cell loss 18 h	MT stabilize HCS	MT stabilize HCS Hoechst-high %	MT stabilize HCS cytotoxicity %	Lipid droplet	Lipid droplet cells 6.5 µM	PMI inhibition	b-catenin transl	b-catenin transl cell count 5 µM	T cell modulator	T cell modulator vesicle-bound %	TNAP activation fold	human PMI inhibition
CC(=O)C(C(C)=O)C(NC(=O)c1cccnc1)(C(F)(F)F)C(F)(F)F	-0.12	1620	i	12	2.2	0.9	6.2	·	·	2%	-1.4	1327	i	39	1.1	3%
Cc1ccc(C(=O)COC(=O)c2cc(Cl)nc3ccccc23)cc1	1.1	1033	i	-1	1.9	1.3	9.4	-2	810	1%	-3.6	964	i	40	0.9	2%
Cc1ccc(CSCC(=O)N/N=C/c2cccc(OC3CSC3)c2)cc1	·	·	i	4	3.8	2.7	8.7	-7	718	11%	-1.0	1074	i	46	1.1	17%
COc1cccc(N2CC(C(=O)Nc3nnc(SCC(=O)c4ccccc4)s3)CC2=O)c1 (stereo not given)	-0.39	1534	i	27	3.7	2.3	10	8	660	5%	-1.9	1133	i	46	1.3	6%
CC(c1nnc(SCC(=O)N2CC(=O)Nc3ccccc32)n1Cc1ccccc1)N(C)C (stereo not given)	-0.64	848	i	-6	3.8	1.9	8.0	-1	765	-1%	-2.1	1175	i	63	0.9	2%
CNC(=O)/C(C#N)=C\c1ccc(CNS(=O)(=O)c2ccc(Cl)cc2)o1	0.43	1341	i	37	1.8	1.5	8.2	13	689	7%	-0.1	1589	i	57	1	13%
O=C(Cc1ccccc1)Nc1ccc(NC(=O)C2CC2)nc1	-0.25	1194	i	-5	3.4	1.3	5.2	·	·	-1%	-0.6	862	i	21	1	-6%
O=c1cc(C(F)(F)C(F)F)oc2ccccc12	-0.01	933	i	14	1.2	0.9	6.6	-15	744	-7%	·	·	i	12	1.1	-8%
Cc1nn(C)c(C)c1S(=O)(=O)N(CC(=O)NCCN1CCOCC1)c1ccc(C(C)C)cc1	0.35	1156	i	-3	3.6	3.0	5.5	5	760	-3%	-4.2	1203	i	46	1.1	-2%
CSCCC1C(C#N)=C(N)Oc2n[nH]c(-c3cccs3)c21 (stereo not given)	-0.56	1544	i	13	6.5	1.3	1.3	·	·	11%	2.4	1417	i	22	0.9	10%
CC(C(=O)c1c[nH]c(C(N)=O)c1)c1ncc(C(F)(F)F)cc1Cl (stereo not given)	-1.1	1240	i	11	2.3	2.2	4.6	-10	682	-9%	-0.1	1038	i	26	1.1	-5%
c1ccc2c(c1)Cc1cc(CN3CCOCC3)ccc1-2	-0.89	1350	i	-6	2.4	1.6	4.1	-1	710	8%	·	·	i	22	1	12%
Cc1ccccc1OCCCc1c(C)n[nH]c1C	·	·	i	-2	8.4	2.9	0.1	2	783	-16%	0.2	341	i	26	1	-12%
CCOC(=O)N1CCC(Nc2c(-c3ccc(C)cc3)c(=O)c2=O)CC1	·	·	i	22	2.5	2.0	6.7	6	843	-6%	-0.1	548	i	28	1	1%
O=C(NC(=S)NNS(=O)(=O)c1ccccc1)c1cccnc1	·	·	i	-1	2.0	2.6	4.7	-12	692	24%	-0.8	1047	i	59	1	35%
Nc1nnnn1/N=C/c1ccc(N2CCCCC2)c([N+](=O)[O-])c1	1.2	1437	i	14	3.4	0.8	13	0	584	6%	-3.0	998	i	27	0.9	17%
CCOC(=O)N1CCN(S(=O)(=O)c2c(C)[nH]c(=O)[nH]c2=O)CC1	1.2	1061	i	-11	2.5	2.5	14	0	637	15%	-0.2	963	i	29	1	14%
CN(C)c1ccc(P(=O)(Nc2ccccc2)N2CCOCC2)c(NC(=O)c2cccs2)c1 (stereo not given)	·	·	i	-10	5.2	2.6	9.9	0	531	12%	0.1	958	i	28	1	16%
Cc1ccc(S(=O)(=O)N2CCCN(S(=O)(=O)c3ccc(C)cc3)CC2)cc1	-0.02	1281	i	-4	3.0	0.5	19	1	725	3%	·	·	i	13	1.1	7%
COc1cc(C2C(C#N)=C(C)NC3=C2C(=O)c2ccccc23)cc(OC)c1OC (stereo not given)	-0.76	936	i	60	16*	21*	59*	?	·	8%	5.0	971	i	12	0.9	12%
Cc1ccc(-c2ccc(/C=N/n3cnnc3)o2)cc1Cl	-0.2	1226	i	-1	1.1	1.5	3.7	-18	681	15%	·	·	i	58	1.1	16%
O=C(O)c1c2c(nc3ccc(Cl)cc13)CCC2	0.28	1239	i	8	3.3	1.0	7.1	0	700	-13%	-0.1	1140	i	31	1	-26%
Cc1cccc(OCC(=O)Nc2ccc3c(C)cc(=O)oc3c2)c1	-0.45	1307	i	6	2.9	2.4	3.8	-2	643	-12%	-0.4	1198	i	54	1.1	-4%
O=C(Nc1ccc([N+](=O)[O-])cc1)Nc1ccc(OC(F)F)c(Cl)c1	?	·	+	-1.0*	2.5	0.5	11	-97	552	0%	4.5	404	i	21	1.1	4%
CC1CCN(C(=S)c2cccc([N+](=O)[O-])c2)CC1	0.81	1630	i	10	4.3	3.3	1.9	-12	681	-5%	0.2	984	i	63	1	-1%

# 2 compounds picked at random from the list so far, as already listed:
structure	Insulin prom up	Insulin prom up cell count	Autophagy mod	Autophagy mod cell loss 18 h	MT stabilize HCS	MT stabilize HCS Hoechst-high %	MT stabilize HCS cytotoxicity %	Lipid droplet	Lipid droplet cells 6.5 µM	PMI inhibition	b-catenin transl	b-catenin transl cell count 5 µM	T cell modulator	T cell modulator vesicle-bound %	TNAP activation fold	human PMI inhibition
Nc1nnnn1/N=C/c1ccc(N2CCCCC2)c([N+](=O)[O-])c1	1.2	1437	i	14	3.4	0.8	13	0	584	6%	-3.0	998	i	27	0.9	17%
COc1cccc(N2CC(C(=O)Nc3nnc(SCC(=O)c4ccccc4)s3)CC2=O)c1 (stereo not given)	-0.39	1534	i	27	3.7	2.3	10	8	660	5%	-1.9	1133	i	46	1.3	6%

# (list continues)
structure	Insulin prom up	Insulin prom up cell count	Autophagy mod	Autophagy mod cell loss 18 h	MT stabilize HCS	MT stabilize HCS Hoechst-high %	MT stabilize HCS cytotoxicity %	Lipid droplet	Lipid droplet cells 6.5 µM	PMI inhibition	b-catenin transl	b-catenin transl cell count 5 µM	T cell modulator	T cell modulator vesicle-bound %	TNAP activation fold	human PMI inhibition
CC(O)CNc1nc2ccccc2n1CC(=O)N1CCN(Cc2ccccc2)CC1 (stereo not given)	-0.53	1236	i	-8	2.4	1.9	0.9	-1	661	9%	-1.3	1114	i	35	1.1	10%
CCOC(=O)c1cc(-c2ccc(/C=C3/C(=O)NC(=O)C(C#N)=C3C)o2)ccc1Cl	·	·	i	4	2.3	1.4	6.7	·	·	18%	·	·	i	23	0.9	-5%
Fc1ccc(NC(=S)Nc2cc(-c3ccccc3)[nH]n2)cc1Cl	·	·	i	30	4.0	3.2	7.1	6	653	20%	3.9	787	i	51	1.5	24%
COc1cc(CCCN2C(N)=NC[C@@H]2Cc2ccc(O)cc2)cc(OC)c1OC	-0.73	1005	·	·	·	·	·	3	719	·	-1.0	1420	i	36	·	·
COc1ccc(C(=O)c2c[nH]c(C(=O)NCC3CCCO3)c2)cc1 (stereo not given)	0.55	1180	i	19	2.0	1.2	7.7	·	·	-4%	-1.0	799	i	42	0.9	-9%
CCOC(CNC(=O)c1ccc2nc(N3CCC(C)CC3)sc2c1)OCC	-0.55	895	i	3	0.9	1.1	6.8	0	745	-1%	-2.0	1228	i	44	1	5%
CCn1c(SCc2cc(=O)n3ccsc3n2)nc2ccccc21	-0.34	1333	i	28	0.8	1.4	7.0	-31	676	-22%	0.1	1111	i	26	1.2	-27%
COc1ccc(CNC(=O)CN(Cc2ccccc2)S(=O)(=O)c2ccc(Cl)cc2)cc1	0.15	870	i	32	2.1	1.6	4.2	-9	818	2%	-3.0	880	i	35	1	9%
COc1ccc(OC)c(NC(=O)CCN2CCC(C)CC2)c1	0.16	1136	i	-1	2.1	2.0	12	6	714	11%	-1.3	1129	i	39	1.1	13%
COc1ccc(OC)c(N2C(=O)CC(Cc3ccc(Cl)cc3)C2=O)c1 (stereo not given)	-0.45	1130	i	-8	3.3	1.9	7.6	-33	774	3%	-1.5	1148	i	42	1.1	-2%
CS(=O)(=O)N(CC(=O)NCCSc1ccc(Cl)cc1)c1ccc2c(c1)OCO2	0.18	1879	i	7	2.4	1.4	0.2	2	615	7%	-0.4	1071	i	33	1.1	13%
COc1ccc(NC(=O)c2ccc(CNS(=O)(=O)c3cccc(OC)c3)cc2)cc1	0.3	864	i	26	1.8	1.6	0.3	-4	777	11%	-1.9	1050	i	61	1	13%
CC(=O)N(C)c1ccc(NC(=O)c2ccc([N+](=O)[O-])cc2Cl)cc1	-0.31	1200	i	-2	5.5	2.6	3.5	7	644	3%	2.3	862	i	45	1.1	-2%
O=C(N/N=C/c1ccc(N2CCOCC2)cc1)c1cccs1	-0.1	1328	i	-4	2.4	2.6	3.8	6	654	6%	-1.7	1089	i	64	1.1	8%
CCCCC(CC)CNC(=O)c1ccc2c(c1)OCO2 (stereo not given)	-0.47	964	i	-13	1.9	2.2	14	·	·	-4%	-3.8	933	i	8	1.1	2%
COc1ccccc1N(CN1CCCC1=O)C(=O)c1c(F)cccc1F	-0.49	1542	i	-7	2.9	3.8	6.3	·	·	2%	-2.4	1359	i	27	1	-9%
CC(Sc1nncs1)C(=O)Nc1ccc(Cl)cn1 (stereo not given)	-0.63	1136	i	6	5.2	3.2	9.5	6	569	-13%	·	·	i	40	1.1	4%
CCO/C=C1/C(=O)N(C(C)=O)c2ccccc21	·	·	i	1	2.8	0.8	73	13	748	-163%	1.4	997	i	55	1.1	-75%
Cc1nnc(Sc2nc3c(c(=O)[nH]c(=O)n3C)n2CCCc2ccccc2)s1	0.16	992	i	-4	1.9	2.9	8.4	·	·	-6%	·	·	·	·	1.2	-5%
COCCSc1ccccc1C(=O)N1CCOCC1	0.87	736	i	2	0.9	1.4	10	-1	810	2%	-0.9	1017	i	29	1.1	8%
